Calpain2 inh: blocks pig calpain II enzyme activity; purified calpain II, fluorogenic peptide substrate, 30 min; inhibition, % at 16 µM; 220,000 tested, 0.37% active; AID 1236;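 active means inhibition above about 50%, limit read from the data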
Tb hexokinase: T. brucei hexokinase 1 inhibition; recombinant TbHK1, G6PDH-coupled NADH A340; 220,000 tested, 0.11% active; inhibition, % at 10 µM; AID 1430;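 active means inhibition of 50% or more in the single-dose primary screen; inactive means inhibition below 50%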
EP2 modulator: modulates human prostaglandin E2 receptor EP2 signaling | EP2-expressing cells, cAMP HTRF FRET, PGE2 co-stimulation | 260,000 tested, 0.83% active | P43116 | induction, % at 25 µM | AID 940;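 active means compounds whose cAMP rise, as percent of the full-agonist control response, exceeds 60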;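 further: rat C6 glioma line stably carrying human EP2 under a CMV promoter; the protocol text gives 20 µM as final concentration; 100% = response of wells given 1 µM PGE2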
14-3-3 Bad PPI: disrupts binding of bovine 14-3-3 zeta to phospho-Bad peptide | TR-FRET 14-3-3zeta/Dy647-pBad peptide displacement, 1 h | 220,000 tested, 0.71% active | inhibition, % at 21.7 µM | P63103 | AID 781;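 active means inhibition above about 70%, limit read from the data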;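 further: 0% = full 14-3-3 plus peptide FRET controls and 100% = background without 14-3-3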
Target sequence (P63103 whole entry, looked up): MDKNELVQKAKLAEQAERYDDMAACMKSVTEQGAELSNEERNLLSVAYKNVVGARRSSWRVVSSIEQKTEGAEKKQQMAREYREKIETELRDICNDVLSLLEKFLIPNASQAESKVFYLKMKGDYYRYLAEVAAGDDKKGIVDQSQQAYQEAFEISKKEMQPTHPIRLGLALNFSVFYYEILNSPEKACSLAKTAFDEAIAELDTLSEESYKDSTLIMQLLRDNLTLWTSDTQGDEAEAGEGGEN
zVAD death inh: blocks zVAD induced death of L929 cells; L929 zVAD necroptosis rescue, ATP luminescence, 24 h; with zVAD 60 µM; viability rescue, % at 10 µM; 220,000 tested, 0.38% active;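 active means activation, scaled between plate controls, above about 75%, limit read from the data; inactive means activation under that limit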;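 further: 0% = zVAD with DMSO and 100% = DMSO alone without zVAD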
PGE2 EP2 inh: blocks the human prostaglandin E2 receptor EP2; AID 1422; 260,000 tested, 0.52% active; inhibition, % at 25 µM; C6 glioma cells expressing human EP2, cAMP TR-FRET; cells stimulated with saturating PGE2; P43116;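 active means percent inhibition above 40 after rounding to a whole number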;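 further: rat C6 glioma host cells with rolipram phosphodiesterase inhibitor present; the protocol text gives 20 µM as final concentration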
eIF4E 4G PPI: inhibitors of eIF4E and eIF4G interaction in translation initiation. P63073+Q04637. TR-FRET eIF4E-eIF4GI(517-606) binding, 2 h. inhibition, % at 21.7 µM. 220,000 tested, 0.37% active;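 active means inhibition above about 30%, limit read from the data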;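 further: 0% = full FRET control wells and 100% = background wells lacking eIF4GI fragment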
Hck-Nef inh: blocks Nef-activated human Hck kinase. P08631. Recombinant Hck-YEEI plus Nef, Z-Lyte FRET kinase assay. inhibition, % at 20 µM. 220,000 tested, 0.68% active. AID 463187;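 active means Hck-Nef kinase inhibition above about 50%, limit read from the data; inactive means inhibition below that limit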;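 further: 0% = DMSO with Hck plus Nef and 100% = Hck alone without Nef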
Target sequence (P08631 whole entry, looked up): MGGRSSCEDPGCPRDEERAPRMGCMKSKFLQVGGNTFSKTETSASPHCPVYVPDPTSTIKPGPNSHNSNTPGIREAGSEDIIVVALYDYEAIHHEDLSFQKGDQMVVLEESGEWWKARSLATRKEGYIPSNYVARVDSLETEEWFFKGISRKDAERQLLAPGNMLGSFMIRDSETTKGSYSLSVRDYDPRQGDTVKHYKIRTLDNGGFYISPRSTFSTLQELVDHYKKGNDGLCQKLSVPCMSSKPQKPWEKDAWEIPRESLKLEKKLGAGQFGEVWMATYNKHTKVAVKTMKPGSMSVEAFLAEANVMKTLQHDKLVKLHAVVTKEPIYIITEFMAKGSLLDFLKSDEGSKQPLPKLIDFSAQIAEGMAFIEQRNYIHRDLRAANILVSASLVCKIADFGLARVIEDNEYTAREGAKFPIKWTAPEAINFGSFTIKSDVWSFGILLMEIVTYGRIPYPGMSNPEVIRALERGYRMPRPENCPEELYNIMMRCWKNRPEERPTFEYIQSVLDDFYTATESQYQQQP
Rad51 HR inh: blocks human Rad51 in homologous recombination | inhibition, % at 10 µM | Q06609 | 200,000 tested, 0.085% active | AID 1385 | hRad51 DNA strand exchange, fluorescence dequenching;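 active means inhibition above 40% at the single screening dose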;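 further: 0% = DMSO control wells and 100% = blanks with heterologous ssDNA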
Target sequence (Q06609 whole entry, looked up): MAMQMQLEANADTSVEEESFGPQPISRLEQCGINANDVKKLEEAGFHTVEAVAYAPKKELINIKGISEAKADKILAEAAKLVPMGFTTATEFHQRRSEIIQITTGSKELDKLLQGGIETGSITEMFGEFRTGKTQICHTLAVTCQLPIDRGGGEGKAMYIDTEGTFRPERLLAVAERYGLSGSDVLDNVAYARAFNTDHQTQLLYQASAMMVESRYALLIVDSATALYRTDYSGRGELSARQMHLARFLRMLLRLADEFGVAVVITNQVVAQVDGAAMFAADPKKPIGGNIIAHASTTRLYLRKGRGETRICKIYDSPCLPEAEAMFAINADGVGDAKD
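System: human Rad51 nucleoprotein filaments preassembled on unlabelled ssDNA. Reagent: labelled 47-mer dsDNA for strand exchange. Schedule: 30-min compound preincubation and 15-min exchange, both room temperature. Measured by: FRET fluorescence dequenching, excitation 485 nm, emission 520 nm. Read-out: Fluorescence-based percent inhibition, control- and blank-normalised. Benchmarks: plate controls and plate blanks.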
Active calls of the source: *; i = inactive; · = not tested or not shown; & = joins results of further samples; [ ] = dose if it differs, or a comment. Some of the compounds tested. The share of hits here may be higher or lower than overall.

SMILES	Calpain2 inh	Tb hexokinase	EP2 modulator	14-3-3 Bad PPI	zVAD death inh	PGE2 EP2 inh	eIF4E 4G PPI	Hck-Nef inh	Rad51 HR inh
Cc1c(OCC(=O)OC(C)(C)C)ccc2c3c(c(=O)oc12)CCC3	-13	-7	-33	-2	0.3	13	5	0	-2
COc1cc2c(cc1OC)CN(C(=O)c1ccc(S(=O)(=O)N3CCCCCC3)cc1)CC2	6	-1	17	2	-0.1	8	5[fluorescence artefact?]	0	-2
O=C(CCCNS(=O)(=O)c1ccccc1)NCc1ccco1	1	1	4	-5	0.4	3	0	-2	0
CC(=O)NC(Cc1cccc(F)c1)C(=O)NC1CCN(c2ncccc2[N+](=O)[O-])CC1 (stereo not drawn)	-8	1	13	-1	8.1	10	2	18	6
COc1ccccc1-c1c(NC(=O)c2ccco2)n(C)c2ccccc2c1=O	-18	-47	-2	-5	0.3	6	3	5	24
C/C(=N\NC(=O)c1c[nH]c2ccccc12)c1ccc(C)o1	-10	-47	-3	-8	0.9	5	-16	0	-11
CCCC(=O)OCCNc1cc(Sc2nccn2C)c2nonc2c1[N+](=O)[O-]	-5	20	-60	-7	0.2	9	-9	5	-2
COc1ccccc1N1CCN(C(=O)C2CCCO2)CC1 (stereo not drawn)	-18	-6	38	-6[fluorescence artefact?]	0.0	3	0[fluorescence artefact?]	1	1
O=C(NCc1ccccc1F)Nc1ccc([N+](=O)[O-])cc1	19	-26	-33	-6	3.9	2	2	22	1
O=C(Oc1ccc2ccccc2c1)c1ccccc1	-4	-1	20	4	0.9	16	15	-5	3

Sorted by value in Hck-Nef inh (ascending): some entries from above
molecule | Calpain2 inh | Tb hexokinase | EP2 modulator | 14-3-3 Bad PPI | eIF4E 4G PPI | Hck-Nef inh
O=C(Oc1ccc2ccccc2c1)c1ccccc1 | -4 | -1 | 20 | 4 | 15 | -5
COc1cc2c(cc1OC)CN(C(=O)c1ccc(S(=O)(=O)N3CCCCCC3)cc1)CC2 | 6 | -1 | 17 | 2 | 5[fluorescence artefact?] | 0
COc1ccccc1N1CCN(C(=O)C2CCCO2)CC1 (stereo not drawn) | -18 | -6 | 38 | -6[fluorescence artefact?] | 0[fluorescence artefact?] | 1
COc1ccccc1-c1c(NC(=O)c2ccco2)n(C)c2ccccc2c1=O | -18 | -47 | -2 | -5 | 3 | 5
CC(=O)NC(Cc1cccc(F)c1)C(=O)NC1CCN(c2ncccc2[N+](=O)[O-])CC1 (stereo not drawn) | -8 | 1 | 13 | -1 | 2 | 18
O=C(NCc1ccccc1F)Nc1ccc([N+](=O)[O-])cc1 | 19 | -26 | -33 | -6 | 2 | 22

(continued)
SMILES	Calpain2 inh	Tb hexokinase	EP2 modulator	14-3-3 Bad PPI	zVAD death inh	PGE2 EP2 inh	eIF4E 4G PPI	Hck-Nef inh	Rad51 HR inh
CCOC(=O)c1cnn2c1[nH]c(=O)c1ccccc12	-429	-6	6	17	-0.4	10	1	0	-9
Oc1ccc[n+](CCCCC[n+]2cccc(O)c2)c1	-17	-21	4	1	0.8	11	-2	5	-2
Cc1ccc(S(=O)(=O)C(C#N)c2nc3ccccc3nc2N2CCN(C)CC2)cc1C (stereo not drawn)	-44	-17	-7	4	0.8	3	0	-5	-3
COc1ccc(N2C(=O)CC(NCc3ccc(F)cc3)C2=O)cc1 (stereo not drawn)	-23	5	-5	2	-0.4	12	5	7	0
CC(O)CCC(=O)NNC1=CC(=O)CC(C)(C)C1 (stereo not drawn)	-23	-5	20	-4	0.4	6	1	-3	8
c1ccc2c(c1)nc(NCCN1CCOCC1)c1nncn12	-35	-5	13	13	0.8	6	-11	19	1
CC1Cc2ccccc2N1CC(=O)NCc1ccccc1Cl (stereo not drawn)	7	-14	44	-11[fluorescence artefact?]	0.6	18	1	4	5
O=C(O)C1CCCCC1C(=O)Nc1ccccc1C(=O)N1CCN(c2ccc(F)cc2)CC1 (stereo not drawn)	14	30	0	-22	1.4	3	-9[fluorescence artefact?]	2	3
S=C(Sc1ccc(Cl)cc1)Sc1ccc(Cl)cc1	9	-6	-47	7	76*	2	1	1	-18
O=C(NC(=S)Nc1ccc(S(=O)(=O)Nc2ncccn2)cc1)c1cccc(Br)c1	-24	-8	-82	-11	5.2	12	-2	20	1
CC1CN(C(=O)Nc2cccc(Cl)c2)C2(CCCCCC2)O1 (stereo not drawn)	42	4	-7	7	34	7	5	19	7
O=C(NCCc1ccccn1)c1ccc(OC(F)F)cc1	89*	4	-9	-8	3.6	6	-1	16	13
CC(=O)Nc1ccc(S(=O)(=O)NC2(C(F)(F)F)C(=O)Nc3c2c(=O)[nH]c(=O)n3Cc2ccco2)cc1 (stereo not drawn)	13	1	33	4	1.8	13	1	-12	-18
CC(=O)Nc1cccc(N(C)C)c1	-18	-1	2	-6[fluorescence artefact?]	0.1	14	-1	-7	-8
O=C(COC(=O)/C=C/c1ccc(OC(F)F)cc1)NCc1cccs1	4	-5	-2	34	-0.2	9	-3	3	-5
COc1ccc2c(c1OC)C(=O)OC2	2	-2	-4	-10	-0.3	12	3	15	-66
CCOC(=O)C(CCCOc1ccccc1)C(=O)OCC	-17	0	-8	12[fluorescence artefact?]	-0.5	6	-3[fluorescence artefact?]	7	-1
O=C(N/N=C/C=C/c1ccco1)/C(=C/c1ccccc1)NC(=O)c1ccccc1	18	-78	-10	-10[fluorescence artefact?]	-0.5	4	-5[fluorescence artefact?]	3	·
COC(=O)c1ccc(NC(=O)CCNS(=O)(=O)c2cccc3nonc23)cc1	-9	-1	13	8	-0.9	12	3	-6	-6
COc1ccc(OCc2cccc(C(=O)Nn3cc([N+](=O)[O-])cn3)c2)cc1	14	-11	30	-1	-1.2	9	2	-11	2
O=C(CNC(=O)c1ccccc1F)Nc1ccccc1C(F)(F)F	-14	3	3	-17	0.9	5	2	-3	1
Cc1cc(C)cc(NC(=O)COc2ccc(C(=S)N3CCOCC3)cc2)c1	2	2	7	-11	1.1	5	-1	-3	12
CCCN1C(=O)c2cc(C(=O)NCc3ccc(OC)cc3)ccc2C1O (stereo not drawn)	15	2	10	-3	1.5	8	2	14	-1
Cc1ccc(-c2[nH]nc3c2C(c2cccnc2)C(C#N)=C(N)O3)cc1 (stereo not drawn)	-31	-2	-8	-2	1.0	6	5	3	·
Cc1cccc2cc(COC(=O)COc3ccccc3)c(=O)[nH]c12	-26	0	12	-4	1.0	-2	-9	6	5
COc1ccc(-c2cc(=O)c(C(=O)c3ccc(C)cc3)n[nH]2)cc1	7	-4	14	-1	5.0	10	1	-5	-2
COc1ccc(C(=O)Oc2cc(/C=N/NS(=O)(=O)c3ccccc3)ccc2OC)cc1	-65	-16	42	-13	1.0	9	5	3	-3
CCn1c(SCC(=O)NC(=O)NCc2ccco2)nc2sc(C)c(C)c2c1=O	-112	-20	-11	3	-0.3	·	5	15	·
CCOC(=O)C1(CCOc2ccccc2)CCN(Cc2cnc(C)[nH]2)CC1	13	-1	10	-7	-0.5	2	-1	4	·
O=C(Nc1cccc(-c2nnco2)c1)c1cccs1	16	-3	-51	0	-0.4	9	4	-7	-8
O=C(OCC(=O)N1CCc2ccccc21)c1nc(Cl)ccc1Cl	12	3	-6	-4	0.3	5	-2	-2	3
O=C(c1ccc2c(c1)OCO2)N(CC1CCCO1)C1(C(=O)NC2CCCC2)CCCCC1 (stereo not drawn)	20	-10	25	-4	-2.7	6	-4	-2	5
CCCC(=O)Nc1c(-c2cccs2)c(=O)c2ccccc2n1C	-23	-25	19	9	0.1	4	3	-25	1
CCNC(=O)NC(=O)C(C)Sc1nc2cc(C(=O)OC)ccc2c(=O)n1-c1ccccc1 (stereo not drawn)	-40	-10	26	-6	-0.4	15	2	0	-1
COc1cccc(N2CC(C(=O)Oc3ccc4ccccc4c3)CC2=O)c1 (stereo not drawn)	-4	-5	1	4	-0.2	5	-3	4	-7
CC(=O)NC(CC(=O)NCC(c1ccco1)N(C)C)c1ccccc1 (stereo not drawn)	·	0	·	·	0.7	1	·	6	0
Cc1ccc(C)n1-c1ccc(C(=O)/C=C/N(C)C)cc1	-11	-14	-15	-13	42	0	0	23	3
CN(C)c1nc(OCCNC(=O)COc2ccccc2Cl)nc(N(C)C)n1	21	-4	4&-3	4[fluorescence artefact?]	-1.6	8&18	0	7	-4
O=C(c1cnc(N2CCN(c3ncccn3)CC2)c2ccccc12)N1CCN(c2ncccn2)CC1	11	-11	12	6[fluorescence artefact?]	-0.1	·	5	2	·
O=C(CSc1ccc(Cl)cc1)N1CCN(c2ccc(Cl)cc2[N+](=O)[O-])CC1	10	14	-30	18	-0.1	11	-12	0	1
COc1ccc(CC(=O)N2CCCC(C)C2)cc1 (stereo not drawn)	-9	1	6	-7	0.5	9	-3	-1	0
O=C1C(Cc2ccc(O)cc2)NC(=S)N1c1ccccc1 (stereo not drawn)	-46	-2	-16	-13	-0.2	5	5	1	·
Cc1ccc(NC(=O)C2CCN(S(=O)(=O)c3cccc4cccnc34)CC2)nc1	7	-4	3	0	6.7	25	-1[fluorescence artefact?]	21	-1
COc1ccc2cc(CN(CC3CCCO3)S(=O)(=O)c3ccc(C(C)=O)cc3)c(=O)[nH]c2c1 (stereo not drawn)	10	-37	0	-1	-1.3	-2	10	11	-2
O=C(/C=C/c1ccc(S(=O)(=O)N2CCOCC2)cc1)NCc1ccccc1Cl	19	36	-48	-5	0.8	4	0	6	0
O=C(CSc1nc2c(c(=O)n1-c1ccc(Br)cc1)SCC2)NCC1CCCO1 (stereo not drawn)	20	-21	9	3	-0.5	4	2[fluorescence artefact?]	1	4
CCOc1cc(/C=C2\C(=O)N(c3nc(-c4ccc(Br)cc4)cs3)N=C2c2ccccc2)ccc1O	-92	-5	8	10	-0.1	·	-4	2	·
CCC1(C)Cc2ccccc2-c2c1c(=O)n(-c1ccc(C)cc1)c1nnnn21 (stereo not drawn)	14	-5	4	3	1.6	·	3[fluorescence artefact?]	0	·
COc1cccc(-c2cc3nc(-c4ccccc4)cc(N4CCCC(O)C4)n3n2)c1 (stereo not drawn)	i	-19	28	-7	29	10	0	28	3
CC(C)C(OC(=O)c1cc2occc2n1C)C(=O)NCc1ccc2c(c1)OCO2 (stereo not drawn)	2	0	-10	2	-2.0	8	10	-9	-3

Printed as active in Calpain2 inh, of those listed so far:
molecule | Calpain2 inh | Tb hexokinase | EP2 modulator | 14-3-3 Bad PPI | eIF4E 4G PPI | Hck-Nef inh
O=C(NCCc1ccccn1)c1ccc(OC(F)F)cc1 | 89* | 4 | -9 | -8 | -1 | 16

Next part.
SMILES	Calpain2 inh	Tb hexokinase	EP2 modulator	14-3-3 Bad PPI	zVAD death inh	PGE2 EP2 inh	eIF4E 4G PPI	Hck-Nef inh	Rad51 HR inh
CCOc1ccc(NS(=O)(=O)c2cc(OC)ccc2OC)cc1	-2	-1	-32	·	-0.2	-4	·	3	-5
CC(=O)Nc1ccc2nc(-c3cccs3)[nH]c2c1	i	-45	-19	17[fluorescence artefact?]	3.2	·	10[fluorescence artefact?]	0	·
Cc1ccc2[nH]cc(CCNC(=O)c3ccc([N+](=O)[O-])cc3)c2c1	9	1	-3	-8	-0.6	13	-3	-1	12
c1cc2c(cnc3cscc32)s1	-140	-6	-48	7	1.5	42*	0	-1	16
O=C(OCCCCOC(=O)c1ccccc1)c1ccccc1	-8	-4	-19	-3	0.3	6	-5	25	-7
O=C(Nc1ccccc1N1CCOCC1)c1csc2c1CCCC2	-4	-11	9	-15	-0.6	8	-3	18	·
CC(C)CN1C(=O)C(=O)N(CC(=O)Nc2cc(Cl)ccc2Oc2ccccc2)C1=O	7	-3	-7	-6	3.8	7	2	23	-7
O=C(C1CCCN1S(=O)(=O)c1cccc2cccnc12)N1CCN(c2ccccc2)CC1 (stereo not drawn)	6	-5	-17	1	-0.6	15	-1	2	1

High-throughput results deposited in PubChem by several laboratories.
